M. tuberculosis GlmU – inhibition of mycobacterial GlmU enzyme – biochemical, glucosamine-1-phosphate acetyltransferase (AID 1376); M. tuberculosis GlmU acetyltransferase enzyme assay; higher % means a stronger effect; inhibition, %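 (tested at 30 µM in the primary screen)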, or IC50 in µM where a hit was titrated; 220,000 compounds, 0.25% hits; in the data active means inhibition above about 13%;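 further: 0% = complete reaction with vehicle and 100% = reaction without substrate; strong numbers were not always called active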
Mtb RmlCD inh – M. tuberculosis RmlC/RmlD coupled enzyme inhibitors, primary screen, biochemical, compound mixtures, 384-well, from 1536-well plates. RmlC+RmlD coupled enzyme assay, percent inhibition; primary screen in compound mixtures. inhibition, % at 3.6 µM. 160,000 compounds, 0.03% hits; in the data active means inhibition mostly above about 34%, no sharp cut-off; further: some results filed as inactive read as strong as hits
Target sequence (P9WH09 whole entry, looked up): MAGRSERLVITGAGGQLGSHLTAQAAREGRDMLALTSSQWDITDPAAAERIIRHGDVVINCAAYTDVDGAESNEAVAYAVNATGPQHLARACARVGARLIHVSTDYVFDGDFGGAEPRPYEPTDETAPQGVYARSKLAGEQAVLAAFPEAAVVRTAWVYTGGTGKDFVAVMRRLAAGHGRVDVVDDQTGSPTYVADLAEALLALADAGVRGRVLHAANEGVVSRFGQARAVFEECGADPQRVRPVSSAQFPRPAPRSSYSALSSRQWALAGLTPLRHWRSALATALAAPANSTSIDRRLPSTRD
Target sequence (P9WH11 whole entry, looked up): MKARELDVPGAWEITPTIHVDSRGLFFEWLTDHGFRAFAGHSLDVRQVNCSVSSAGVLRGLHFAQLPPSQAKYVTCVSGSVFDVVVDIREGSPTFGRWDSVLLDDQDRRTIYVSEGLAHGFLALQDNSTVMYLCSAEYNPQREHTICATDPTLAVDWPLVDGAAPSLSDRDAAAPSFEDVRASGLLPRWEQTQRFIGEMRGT
The depositor's hits bear a star; . = not tested or not shown.

SMILES	M. tuberculosis GlmU	Mtb RmlCD inh
CN(C)S(=O)(=O)c1cccc(C(=O)Nc2ccccc2[N+](=O)[O-])c1	4.9%	-4.0
O=C(NC12CC3CC(CC(C3)C1)C2)N1CCC(n2nnc3ccccc32)CC1	5.9%	-2.9
C=CCNC(=O)c1ccc(CNS(=O)(=O)c2ccc(NC(C)=O)cc2)cc1	2.1%	.
COC(=O)CSc1nnc(NC(=O)/C=C\c2ccc3c(c2)OCO3)s1	-2.6%	-16.1
Cn1c(=O)c2c(nc(CN3CCN(c4ccccc4)CC3)n2Cc2ccccc2Cl)n(C)c1=O	1.6%	.
COC(=O)c1nc(-c2ccc3c(n2)C(=O)C(N)=C(OC)C3=O)c(N)c(-c2ccc(OC)c(OC)c2O)c1C	3.9%	-12.9
COC(=O)c1c(NC(=O)/C=C/C(=O)O)sc(C)c1-c1ccc(C(C)C)cc1	-1.4%	11.9
Cc1ccc(-n2nc3c(c2NC(=O)c2ccc4c(c2)OCO4)CSC3)cc1	-1.7%	27.9
COc1cccc(NC(=O)COC(=O)CNS(=O)(=O)c2c(F)cccc2F)c1	-1.9%	9.8
O=C(NC1CCCCC1)C1CCCN(S(=O)(=O)c2cccs2)C1 (stereo not given)	-2.0%	-3.2
CC(=O)c1sc(NC(=O)c2ccc(C)cc2)nc1C	-4.7%	-0.3
COc1ccc(C(=O)c2cnc3ccccc3c2-c2ccccc2)cc1	-2.9%	.
CCc1nc(-c2ccccc2)cc(=O)[nH]1	-0.8%	.
CCOC(=O)N1CCC(NC(=O)c2cc(S(=O)(=O)N3CCc4ccccc43)cn2C)CC1	1.1%	.
CCC(=NCc1ccco1)c1c(O)n(-c2ccccc2)c(=O)[nH]c1=O	-2.1%	14.3
CCOC(=O)CN1C(=O)S/C(=C/c2ccc(N3CCCCC3)o2)C1=O	1.4%	.
COc1ccc(C(=O)c2cnc[nH]2)cc1OC	-5.1%	-3.9
COc1ccccc1CC(=O)NNS(=O)(=O)c1ccccc1[N+](=O)[O-]	8.3%	3.1
Cc1cc(C)c2nc(N3CCC(C(=O)N4CCN(C(=O)c5ccco5)CC4)CC3)sc2c1	5.3%	-1.5
CCOC(=O)C(Cc1ccccc1)C(=O)Nc1cccc2ccccc12 (stereo not given)	-4.6%	8.8
Cc1ccc(CC(=O)NCCCn2ccnc2)cc1	0.6%	.
CCOc1ccc(Br)cc1S(=O)(=O)Nc1ccc(NC(=O)c2ccccc2F)cc1	-0.3%	6.5
O=C(c1ccco1)N1CCN(S(=O)(=O)c2ccc3[nH]c(=O)oc3c2)CC1	-4.5%	.
CC(C)OP(=O)(OC(C)C)C(Nc1ccccc1)c1cccnc1 (stereo not given)	0.1%	-5.5
C=CCNC(=S)NNC(=O)COc1cccc(Cl)c1	4.3%	5.3
Cc1nc(Cl)c2c(n1)N(CC(N)=O)C(=O)CO2	7.0%	-4.3
O=C1OCCC1Sc1nc2ccccc2c(=O)n1Cc1ccc(F)cc1 (stereo not given)	0.9%	.
CCOC(=O)c1cnn2c(C)cc(-c3ccccc3)nc12	3.1%	0.1
C/C(=N\NC(=O)CC1N=C(Cc2ccccc2)NNC1=O)c1ccccc1 (stereo not given)	4.3%	.
COc1ccc(N2C(=O)CCC(C(=O)N3CCCCCC3)C2c2ccc(OC)c(OC)c2)cc1 (stereo not given)	1.1%	-10.4

Compound profiles (already shown).
CCc1nc(-c2ccccc2)cc(=O)[nH]1 across the screens: M. tuberculosis GlmU = -0.8%; Mtb RmlCD inh = .
C/C(=N\NC(=O)CC1N=C(Cc2ccccc2)NNC1=O)c1ccccc1 (stereo not given) across the screens: M. tuberculosis GlmU = 4.3%; Mtb RmlCD inh = .

Carrying on:
SMILES	M. tuberculosis GlmU	Mtb RmlCD inh
CCOC(=O)Cn1c(CCC(=O)O)ccc1-c1ccc(F)cc1	-3.6%	1.1
CSc1nc2ccccc2n1CC(=O)Nc1cc(C(F)(F)F)ccc1N1CCOCC1	-3.2%	.
COc1cc2c(cc1O)C[C@H]1NCCc3cc4c(c-2c31)OCO4	-0.9%	.
O=C(O)CCS(=O)(=O)c1cc(Br)cc2c1N(C(=O)C1CC1)CC2	1.9%	-13.1
CCCCn1nnnc1SCC(=O)Nc1cccc(C)n1	5.6%	13.4
Cn1ccnc1C(O)c1ccc(OCc2ccccc2)cc1 (stereo not given)	-0.9%	-8.9
Cc1cccc(C)c1NC(=O)COC(=O)COc1ccc2c(C)cc(=O)oc2c1	-1.8%	.
CC1(C)Cc2ccccc2C(NNC(=O)c2ccccc2)=N1	2.6%	-7.9
CCOCC(=O)Nc1ccc(S(=O)(=O)N2CCOCC2)cc1	0.8%	9.2
Cc1ccc(SCCNC(=S)Nc2ccccc2)cc1	-5.2%	5.1
COc1ccc(C(=O)Nc2cccc(C(=O)NCc3ccccc3)c2)cc1	-6.3%	.
COC(=O)Cn1cc(C(=O)C(C)(C)C)c2ccccc21	1.3%	-7.0
CCN1C(=O)c2ccc(C(=O)Nc3ncc(C)s3)cc2C1=O	0.3%	-9.8
CCOC(=O)N1CCN(Cc2nc(-c3cccs3)no2)CC1	2.0%	-0.3
CCOc1ccc(CCNS(=O)(=O)c2cccc3nsnc23)cc1OCC	1.9%	5.3
O=C(CCC1=NS(=O)(=O)c2ccccc2N1)NC1CCCCCCC1	9.9%	4.7
Nc1cc2nc3ccccc3oc-2cc1=O	3.9%	-4.0
CN(C)c1nc(N)c(C(=O)N=C(N)N)nc1Cl	6.7%	.
Cc1cc(CNC(=O)CC2C(=O)NCCN2Cc2ccccc2C(F)(F)F)on1 (stereo not given)	-4.9%	-3.8
O=c1[nH]c2ccccc2n2c(-c3ccccc3)nnc12	11.1%	6.4
Cc1cc(C)cc(NC(=S)NCCCO)c1	9.8%	29.2
O=C(NC(=S)N1CCN(Cc2ccccc2)CC1)c1ccccc1	0.7%	.
Cc1c(NC(=O)C(C)N2CC(C)OC(C)C2)c(=O)n(-c2ccccc2)n1C (stereo not given)	4.7%	6.8
CC1=CC(=NOC(=O)/C=C/c2ccccc2)C=C(C)C1=O	6.9%	.
C=CCn1c(=NC(=O)c2ccc(S(=O)(=O)N3CCc4ccccc4C3)cc2)sc2cc(S(N)(=O)=O)ccc21	0.8%	-8.0
CC(C)(O)c1ccccc1CC[C@@H](SCC1(CC(=O)O)CC1)c1cccc(/C=C/c2ccc3ccc(Cl)cc3n2)c1	5.7%	.
NC(=O)SCC(=O)Nc1ccc(Cl)c(Cl)c1	4.6%	-3.5
O=C(CSc1ccc(-c2nc3ccccc3[nH]2)cn1)Nc1ccc2c(c1)OCCO2	-4.9%	5.5
CC(C)Cn1c(CN2C(=O)c3ccccc3C2=O)nc2ccccc2c1=O	-7.5%	.
COc1ccc(C(=O)N/N=C/c2ccc(OC)c(OS(=O)(=O)c3ccccc3)c2)cc1	3.8%	1.4

Further entries
SMILES	M. tuberculosis GlmU	Mtb RmlCD inh
CCn1cc(C(=O)O)c(=O)c2cnc(N3CCN(C(=S)NC(=O)c4ccc(Br)cc4)CC3)nc21	0.3%	14.2
O=[N+]([O-])c1cc(Br)c(O)c(/C=N/Nc2nc3ccccc3s2)c1	7.1%	-5.1
CCc1ccc(Nc2nc(N)nc(CSc3nc4ccccc4s3)n2)cc1	-0.3%	-2.0
CCOc1c(Cl)cc(CNCC(O)c2ccccc2)cc1OC (stereo not given)	-0.9%	-10.9
Cc1ccc(C(=O)/C=C/N(C)C)cn1	3.0%	-0.5
COc1cc(/C=C/C(=O)OCC(=O)Nc2cc(C)c(C)cc2[N+](=O)[O-])ccc1O	-0.7%	.
O=[N+]([O-])c1ccccc1/C=N/Nc1nccnc1Cl	3.5%	11.5
CCCCCn1c(SCC2CCCO2)nc2cc(C(=O)N3CCC(C(N)=O)CC3)ccc2c1=O (stereo not given)	1.7%	-11.8
CCOc1ccccc1NC(=S)N1CCC(NC(=O)NC23CC4CC(CC(C4)C2)C3)CC1	6.9%	5.9
O=S(=O)(NC1CCCCC1Nc1ccc(Cl)cc1)c1ccccc1 (stereo not given)	2.1%	7.3
O=C1c2cccc3cccc(c23)C(=O)N1CC1CCN(S(=O)(=O)c2ccc(F)cc2)CC1	2.9%	-14.0
Cc1cccn2c(=O)c(C=O)c(N3CCSCC3)nc12	-8.7%	-7.7
O=C(c1ccco1)N1CCN(C(c2ccc(Cl)cc2)c2nnnn2CC2CCCO2)CC1 (stereo not given)	7.8%	-4.4
Cc1ccc(N2CC(C(=O)Nc3ccccc3C(=O)NC3CCCCC3)CC2=O)cc1 (stereo not given)	-7.4%	.
COc1ccc(Nc2nc3cc(C)ccc3cc2C#N)c(OC)c1	5.7%	-9.7
C/[N+]([O-])=C1\Cc2ccccc2C1=O	-1.7%	6.1
CCn1c(C)nc2cc(C(=O)NNS(=O)(=O)c3cc(Br)ccc3Br)ccc21	2.9%	32.5
CN(C)S(=O)(=O)c1ccc(Cl)c(NC(=O)COC(=O)/C=C/c2ccc(S(=O)(=O)N3CCOCC3)cc2)c1	3.8%	14.0
CC(C)(C)NC(=S)NCc1ccco1	2.3%	9.2
COc1ccc(/C=N/NC(=O)c2cccc(NC(=O)c3ccccc3Cl)c2)cc1OC	1.2%	0.6
O=C(O)c1ccc(CSCc2ccco2)cc1	-1.8%	-4.0
Cc1ccc(CN2CCN(CC(=O)NCc3ccc(Cl)cc3)C2=O)cc1	2.0%	-9.6
CC(C1CC1)N(C(=O)c1ccccc1O)c1ccccc1 (stereo not given)	-6.6%	.
CCOc1ccc(C(=O)NCC(=O)OCc2c(F)cccc2Cl)cc1	-5.8%	4.0
CCOC(=O)c1c(/N=C/c2ccc(OC)cc2O)sc2c1CCN(C)C2	2.8%	-2.1
CCOC(=O)CSc1nnc(CNC(=O)c2cccs2)n1-c1cc(OC)ccc1OC	-2.5%	44.9
CCOP(C)(=O)C1(C(=O)OCc2ccccc2)CC1 (stereo not given)	1.1%	5.5
CN(C)C(CNC(=O)CCCc1c[nH]c2ccccc12)c1ccco1 (stereo not given)	-0.2%	-10.6
CN(c1ccccc1C(=O)Nc1cccc([N+](=O)[O-])c1)S(C)(=O)=O	3.2%	-10.3
CCOC(=O)c1c(N2C(=O)Nc3ccccc3N2O)n[nH]c1-c1cccc(OC)c1	1.8%	-0.7

Remaining list, next part
SMILES	M. tuberculosis GlmU	Mtb RmlCD inh
O=C(C1CCN(S(=O)(=O)c2cccnc2)CC1)N1CCN(c2ccccc2Cl)CC1	2.4%	12.4
CCCNC(=S)Nc1ccc(CC(=O)OC)cc1	-4.5%	-1.2
Cn1nc(C(=O)Nc2ccc(S(=O)(=O)N3CCCCC3)cc2)c2ccccc2c1=O	-6.5%	-10.2
CCOC(=O)N1CCC(NC(=O)c2cnn3c2NC(c2ccco2)CC3C(F)(F)F)CC1 (stereo not given)	-3.5%	-5.0
C/C(=N\NC(=S)NC(C)C)c1ccc2c(c1)OCCO2	-1.7%	6.8
COc1cc(C(=O)OCCCN2CCCN(CCCOC(=O)c3cc(OC)c(OC)c(OC)c3)CC2)cc(OC)c1OC	0.0%	.
CCOC(=O)N1CCN(CCC(=O)Nc2ccccc2OC)CC1	2.4%	-3.3
CCCCn1c(=N)n(CC(=O)c2ccc([N+](=O)[O-])cc2)c2ccccc21	0.5%	-10.4
O=C(COc1ccccc1Cl)NCCc1ccc2c(c1)OCCO2	-10.6%	1.6
O=S(=O)(Cc1ccccc1)N1CCN(Cc2ccccc2)CC1	3.0%	-10.1
O=C(N/N=C/c1c(O)n(CCc2ccccc2)c(=O)[nH]c1=O)c1ccncc1	0.7%	8.5
CCC(=NCCN1CCNCC1)C1=C(O)CC(C)(C)CC1=O	0.9%	-7.7
c1ccc(C(Cc2nc(-c3cccnc3)no2)c2ccccc2)cc1	-0.4%	1.6
CCc1cccc(C)c1NC(=O)Cn1c(NCCO)nc2ccccc21	0.9%	-5.8
CCOc1cc(N2CCOCC2)c(OCC)cc1NC(=O)Cc1cn2ccsc2n1	-2.3%	.
Cc1[nH]n(-c2ccccc2)c(=O)c1C(c1ccc(C(=O)O)cc1)c1c(C)[nH]n(-c2ccccc2)c1=O	-3.2%	3.8
Cc1ccc(CNC(=O)C2(NC(=O)Nc3ccc(C)cc3)CCCCC2)cc1	1.5%	14.6
CCSc1ccccc1C(=O)Nc1cccc(OC)c1	0.6%	.
O=C(O)C1=C[C@H](c2ccccc2)C[C@H](OCc2ccc(CO)cc2)O1	-2.0%	.
Cc1ccc([N+](=O)[O-])cc1NC(=O)C1CCN(S(C)(=O)=O)CC1	0.8%	-13.9
Cc1ccc(C(=O)CSc2nnc(-c3snnc3C)n2C2CC2)cc1	-4.7%	6.0
Cc1cccc(Nc2nnc(C)c(=O)n2N)c1	4.8%	-6.7
COCCNc1cc(C)nc2cc(-c3ccc(C)cc3)nn12	3.4%	1.4

Already shown: an excerpt of the list.
SMILES	M. tuberculosis GlmU	Mtb RmlCD inh
CCSc1ccccc1C(=O)Nc1cccc(OC)c1	0.6%	.
O=C(O)C1=C[C@H](c2ccccc2)C[C@H](OCc2ccc(CO)cc2)O1	-2.0%	.
Cc1ccc([N+](=O)[O-])cc1NC(=O)C1CCN(S(C)(=O)=O)CC1	0.8%	-13.9
Cc1ccc(C(=O)CSc2nnc(-c3snnc3C)n2C2CC2)cc1	-4.7%	6.0
Cc1cccc(Nc2nnc(C)c(=O)n2N)c1	4.8%	-6.7
COCCNc1cc(C)nc2cc(-c3ccc(C)cc3)nn12	3.4%	1.4

Screens deposited in PubChem by several laboratories.

A portion of the library (hit frequency here may not be typical).
